D2 PAM: HTS Assay for Positive Allosteric Modulators of the Human D2 Dopamine Receptor: Primary Screen for Potentiators; potentiation, % at 10 µM; HEK293 T-REx D2, calcium flux, EC20 dopamine potentiation; D(2) dopamine receptor (Homo sapiens), P14416; 340,000 compounds, 0.34% hits;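 active = potentiation over 3 SD above the plate norm, cut at about 30% in these data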; note: 0% is about no effect
Target sequence (P14416 whole entry, looked up): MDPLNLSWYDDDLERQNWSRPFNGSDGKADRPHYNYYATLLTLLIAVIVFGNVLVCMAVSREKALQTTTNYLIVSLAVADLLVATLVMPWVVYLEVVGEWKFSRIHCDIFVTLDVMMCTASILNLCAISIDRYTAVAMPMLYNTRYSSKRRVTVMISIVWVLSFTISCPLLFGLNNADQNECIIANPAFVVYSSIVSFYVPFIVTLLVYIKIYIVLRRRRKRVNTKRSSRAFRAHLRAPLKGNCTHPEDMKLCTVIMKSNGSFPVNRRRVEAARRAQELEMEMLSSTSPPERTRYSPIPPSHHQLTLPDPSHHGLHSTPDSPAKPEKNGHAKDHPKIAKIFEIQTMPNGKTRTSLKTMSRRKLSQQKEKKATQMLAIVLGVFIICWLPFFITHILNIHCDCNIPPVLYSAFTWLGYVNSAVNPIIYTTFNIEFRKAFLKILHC
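Tetracycline-induced Hek293 Trex D2 cells, force-coupled to calcium, loaded with no-wash calcium dye. Compound added with 180 s kinetic read for agonism, then EC20 dopamine and a further 180 s read for potentiation.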
RXFP1 antagonist: qHTS Assay for Antagonists of the Relaxin Receptor RXFP1; Relaxin receptor 1 (Homo sapiens), Q9HBX9; HEK293-RXFP1, relaxin-stimulated cAMP HTRF, 30 min; hits give low values; activity change, negative = inhibition, % at 57.5 µM; 350,000 compounds, 0.59% hits;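 active = activity change of -60% or lower, but not beyond a set lower limit; inconclusive = change between -60% and -40%, or beyond the set limit; inactive = change above -40%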; note: % is set by controls: 0 for no effect and ±100 for the full control effect
D2 antag: HTS Assay for Allosteric Antagonists of the Human D2 Dopamine Receptor: Primary Screen for Antagonists | D(2) dopamine receptor (Homo sapiens), P14416 | HEK293 TREx D2 cells, calcium flux, dopamine EC80 | inhibition, % at 10 µM | 340,000 compounds, 2% hits; in the data active = inhibition above about 30%; note: 0% is about no effect
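Measurement of antagonist activity uses fluorescent calcium dye in inducible HEK293 T-REx D2 cells: 10 s baseline, compound addition with 180 s read, EC80 dopamine addition with a further 180 s read.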
D1 potentiator: Potentiators of Human D1 Dopamine Receptor: qHTS. D(1A) dopamine receptor (Homo sapiens), P21728. HEK293 TREx D1 cells, calcium flux, dopamine EC20 potentiation. potentiation, % at 10 µM. 360,000 compounds, 0.036% hits; in the data active = potentiation above about 30%; note: 0% is about no effect
TRHR PAM: qHTS for Small Molecule Agonists and Allosteric Enhancers of Human TRH Receptor: Primary Screen for Enhancers. enhancement, % at 2 µM. 360,000 compounds, 0.66% hits. TRHR cells, fluo-8 calcium fluorescence, EC20 TRH enhancement. Thyrotropin-releasing hormone receptor (Homo sapiens), P34981; in the data active = enhancement above about 30%; note: 0% is about no effect
Target sequence (P34981 whole entry, looked up): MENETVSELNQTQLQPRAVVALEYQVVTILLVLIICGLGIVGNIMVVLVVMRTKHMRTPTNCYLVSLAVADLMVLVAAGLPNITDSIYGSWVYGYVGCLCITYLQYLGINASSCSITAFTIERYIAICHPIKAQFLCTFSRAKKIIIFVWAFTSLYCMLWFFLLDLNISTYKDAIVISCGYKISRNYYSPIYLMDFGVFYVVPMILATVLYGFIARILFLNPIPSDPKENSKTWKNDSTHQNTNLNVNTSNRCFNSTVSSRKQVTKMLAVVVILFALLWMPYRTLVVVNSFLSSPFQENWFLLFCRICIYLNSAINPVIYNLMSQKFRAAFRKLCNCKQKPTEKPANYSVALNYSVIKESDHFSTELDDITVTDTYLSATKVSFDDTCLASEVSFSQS
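Enhancer read-out: after compound pinning and an initial kinetic agonist-mode read, an EC20 of TRH (10 nM final) was injected and fluo-8 calcium signal (Ex 480/Em 530) followed at 1 s/cycle for 100 cycles in TRHR-expressing cells.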
D1 agonist: Allosteric Agonists of the Human D1 Dopamine Receptor: qHTS. D(1A) dopamine receptor (Homo sapiens), P21728. HEK293 T-REx D1 cells, calcium flux, agonist mode. activation, % at 2 µM. 360,000 compounds, 1% hits; in the data active = activation above about 30%; note: 0% is about no effect
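Agonism was scored from calcium flux recorded over 180 s (1 read/s) after pintool compound addition, following a 10-cycle baseline. Cells were inducible force-coupled HEK293 TREx D1, plated overnight at 30 C and loaded with no-wash calcium dye.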
D2 agonist: HTS Assay for Allosteric Agonists of the Human D2 Dopamine Receptor: Primary Screen for Agonists; D(2) dopamine receptor (Homo sapiens), P14416; HEK293 T-REx D2 cells, calcium flux agonist mode; activation, % at 2 µM; 340,000 compounds, 0.53% hits; AID 485358, 2010;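 active = activation over 3 SD above normal in the single-dose calcium agonist read, cut at about 30% in these data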; note: 0% is about no effect
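Tetracycline-induced HEK293 Trex cells with D2 receptor force-coupled to calcium signaling, plated overnight at 30 C and loaded with no-wash calcium dye. Calcium flux read kinetically for 180 s after compound addition; responses flag agonists.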
D1 antagonist: Antagonist of Human D 1 Dopamine Receptor: qHTS | activity change, negative = inhibition, % at 10 µM | AID 504652, 2011 | 360,000 compounds, 3.2% hits | HEK293 TREx D1 cells, calcium flux, dopamine EC80; hits give low values | D(1A) dopamine receptor (Homo sapiens), P21728; in the data active = activity change below about -30%; note: % is set by controls: 0 for no effect and ±100 for the full control effect
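Cells carrying a force-coupled, tetracycline-inducible human D1 receptor report calcium flux. Each well gets a 10 s baseline, compound with 180 s monitoring, then an EC80 dopamine stimulus with a second 180 s kinetic read.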
RXFP1 ag: qHTS Assay for Agonists of the Relaxin Receptor RXFP1 | Potency, µM (doses to about 57.5 µM), without a hit: top-dose activation, most hits filed as activators | AID 2676, 2010 | HEK293T-RXFP1 cAMP TR-FRET, 30 min; response scale: percent of porcine relaxin response, buffer zero | Relaxin receptor 1 (Homo sapiens), Q9HBX9 | 370,000 compounds, 0.3% hits; active = well fitted activation curve with a large enough effect; inconclusive = small, poorly fitted or top-dose-only effect; note: potency is the fitted concentration of half-maximal effect; % is set by controls: 0 for no effect and ±100 for the full control effect; nearly all actives have a fitted effect of over 60% in size; many of its hits are not listed in these tables
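HEK293T cells stably expressing RXFP1 were pretreated with the PDE4 inhibitor Ro 20174, exposed to compounds for 30 min at 37C, lysed, and cAMP was read by TR-FRET. Data normalized to buffer (basal) and 29 nM porcine relaxin (100%).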
Active calls of the source: *. This is a subset; the hit share may differ from the screen's.

The first 3 compounds as a preview:
Screening COc1ccc(/C=C2\CCC(C3CCCC3)C2=O)cc1OC (stereo not drawn) returned D2 PAM 6, RXFP1 antagonist -18, D2 antag 12, D1 potentiator -2, TRHR PAM -8, D1 agonist 5, D2 agonist 1.2, D1 antagonist -4 and RXFP1 ag 1.4%.
Screening Cc1ccc2ccc3ccc(C)nc3c2n1 returned D1 potentiator 8, TRHR PAM -8, D1 agonist 2, D1 antagonist 15 and RXFP1 ag -0.2%.
`CCCCn1c(N)c(N(CCC(C)C)C(=O)CCCc2nc3ccccc3s2)c(=O)[nH]c1=O` gave D2 PAM 1, RXFP1 antagonist -3, D2 antag -3, D1 potentiator 1, TRHR PAM -5, D1 agonist 3, D2 agonist -0.7, D1 antagonist -1 and RXFP1 ag 0.7%.

The listing, previewed entries included:
Screening COc1ccc(/C=C2\CCC(C3CCCC3)C2=O)cc1OC (stereo not drawn) returned D2 PAM 6, RXFP1 antagonist -18, D2 antag 12, D1 potentiator -2, TRHR PAM -8, D1 agonist 5, D2 agonist 1.2, D1 antagonist -4 and RXFP1 ag 1.4%.
Screening Cc1ccc2ccc3ccc(C)nc3c2n1 returned D1 potentiator 8, TRHR PAM -8, D1 agonist 2, D1 antagonist 15 and RXFP1 ag -0.2%.
`CCCCn1c(N)c(N(CCC(C)C)C(=O)CCCc2nc3ccccc3s2)c(=O)[nH]c1=O` gave D2 PAM 1, RXFP1 antagonist -3, D2 antag -3, D1 potentiator 1, TRHR PAM -5, D1 agonist 3, D2 agonist -0.7, D1 antagonist -1 and RXFP1 ag 0.7%.
Screening Cc1cccc(C)c1Nc1c(-c2ccsc2)nc2ncccn12 returned D2 PAM 1, D2 antag 3, D1 potentiator 0, TRHR PAM -7, D1 agonist 19, D2 agonist 4.7, D1 antagonist 6 and RXFP1 ag 0.1%.
Cc1ccc(OCCC(=O)OCC(=O)Nc2ccc(Cl)cn2)cc1 was read as D2 PAM -4, RXFP1 antagonist -1, D2 antag -14, D1 potentiator -8, TRHR PAM -11, D1 agonist 1, D2 agonist -0.3, D1 antagonist -3 and RXFP1 ag 0.7%.
For Fc1ccc2c(-c3cccc(C(F)(F)F)c3)c(-c3ccccc3)ncc2c1 the results were D2 PAM 8, D2 antag -17, D1 potentiator 0, TRHR PAM -3, D1 agonist 7, D2 agonist -0.4 and RXFP1 ag 1.2%.
`COC(=O)C1C(=O)CC(C)(O)C(C(=O)OC)C1c1ccc2c(c1)OCO2` (stereo not drawn) gave D2 PAM -4, RXFP1 antagonist 3, D2 antag -6, D1 potentiator 5, TRHR PAM -3, D1 agonist 2, D2 agonist 0.7, D1 antagonist -3 and RXFP1 ag -2.7%.
Screening O=S(=O)(NC1c2cccc3cccc(c23)C1N1CCN(CCO)CC1)c1ccccc1 (stereo not drawn) returned D2 PAM -21, RXFP1 antagonist -24, D2 antag 3, D1 potentiator 0, TRHR PAM -2, D1 agonist 5, D2 agonist -0.4, D1 antagonist -3 and RXFP1 ag 1.2%.
Cc1cc(Br)ccc1NC(=O)CCNS(=O)(=O)c1cccc2nonc12 was read as D2 PAM -4, D1 potentiator 0, TRHR PAM -9, D1 agonist 0, D1 antagonist -11 and RXFP1 ag 1.8%.
Screening Cc1cc(OC(=O)c2c(F)cc(F)cc2F)nc(C)n1 returned D2 PAM 5, RXFP1 antagonist -1, D2 antag -11, D1 potentiator -1, TRHR PAM 7, D1 agonist 1, D2 agonist 0.0, D1 antagonist 8 and RXFP1 ag -0.4%.
Cn1cnnc1SCC(=O)Nc1ccccc1C(=O)NC1CC1 was read as D2 PAM 1, RXFP1 antagonist 0, D2 antag 5, D1 potentiator -3, TRHR PAM -4, D1 agonist 1, D2 agonist 1.0, D1 antagonist 7 and RXFP1 ag 0.0%.
For Cc1cc(C)c2c(N)c(C(=O)NCC3CCCCC3)sc2n1 the results were RXFP1 antagonist 3, D1 potentiator -3, TRHR PAM -1, D1 agonist -2, D1 antagonist 23 and RXFP1 ag 7.5%.
Cc1ccccc1OCC(=O)N/N=C/c1sc(=O)n(Cc2cccc(C(=O)O)c2)c1Cl was read as D2 PAM 7, RXFP1 antagonist -18, D2 antag -4, D1 potentiator 2, TRHR PAM -5, D1 agonist 3, D2 agonist -0.7, D1 antagonist -3 and RXFP1 ag -2.7%.
COc1nc(NCCc2ccc(OC)c(OC)c2)nc(OC)n1 was read as D2 PAM -11, RXFP1 antagonist -3, D2 antag -8, D1 potentiator -5, TRHR PAM -2, D1 agonist 1, D2 agonist -0.2, D1 antagonist 0 and RXFP1 ag 1.6%.
COc1ccc(/C=C/C(=O)OCC(=O)Nc2ccc(Cl)cc2F)cc1S(=O)(=O)N1CCOCC1 was read as D2 PAM -24, RXFP1 antagonist -1, D2 antag 28, D1 potentiator -6, TRHR PAM -5, D1 agonist 0, D2 agonist -0.5, D1 antagonist -4 and RXFP1 ag 1.8%.
Screening CC(Sc1nnc2c(n1)[nH]c1ccccc12)C(=O)N(C)C1CCCCC1 (stereo not drawn) returned D2 PAM 11, RXFP1 antagonist inconclusive, D2 antag -4, D1 potentiator -5, TRHR PAM -8, D1 agonist 1, D2 agonist 17, D1 antagonist 8 and RXFP1 ag 7.2%.
For CSc1ccc(/C=N/NC(=O)c2cc(O)cc(O)c2)cc1 the results were D2 PAM 1, RXFP1 antagonist -5, D2 antag 7, D1 potentiator -2, TRHR PAM -13, D1 agonist 1, D2 agonist -0.4, D1 antagonist 4 and RXFP1 ag -0.3%.
CC/C(=N/NC(=O)CCC(=O)Nc1ccccc1OC)c1ccccc1 was read as D2 PAM 8, D2 antag -4, D1 potentiator -4, TRHR PAM -1, D1 agonist 3, D2 agonist 0.0, D1 antagonist 12 and RXFP1 ag 2.5%.
`COc1cccc(CNC(=O)c2ccc3c(c2)nnn3C2CCCC2)c1` gave D2 PAM -10, D1 potentiator -6, TRHR PAM 5, D1 agonist 5, D2 agonist -0.2, D1 antagonist -13 and RXFP1 ag 1.9%.
COc1ccc(S(=O)(=O)N(C)c2ccc(C(=O)Nc3cccnc3)cc2)cc1OC was read as D2 PAM -3, RXFP1 antagonist -5, D2 antag 13, D1 potentiator -5, TRHR PAM -4, D1 agonist 0, D2 agonist -0.9, D1 antagonist -7 and RXFP1 ag 0.6%.
`O=C(OCC(=O)N1CCOCC1)c1ccc(Cl)cc1[N+](=O)[O-]` gave D2 PAM 0, RXFP1 antagonist -27, D2 antag -25, D1 potentiator 0, TRHR PAM 25, D1 agonist -1, D2 agonist -0.1, D1 antagonist 10 and RXFP1 ag -0.9%.
CC(C)(C)c1ccc(S(=O)(=O)NCc2ccc3c(c2)CCN3C(=O)c2ccccc2)cc1 was read as D2 PAM 9, RXFP1 antagonist 4, D1 potentiator 2, TRHR PAM 0, D1 agonist 5, D1 antagonist -4 and RXFP1 ag 0.4%.
COc1ccc(C(C(=O)NCc2ccccc2)N(Cc2cccs2)C(=O)c2cnccn2)cc1 (stereo not drawn) was read as D2 PAM 3, RXFP1 antagonist -2, D2 antag -4, D1 potentiator 2, TRHR PAM 0, D1 agonist 0, D2 agonist 0.4, D1 antagonist -19 and RXFP1 ag -0.2%.
Screening Cc1ccc(CN2CCN(C3CCN(C(=O)Nc4ccccc4C(F)(F)F)CC3)C(=O)C2=O)cc1 returned D2 PAM -24, RXFP1 antagonist -4, D1 potentiator -1, TRHR PAM -2, D1 agonist -1, D1 antagonist 8 and RXFP1 ag 0.7%.
`COc1ccc(CNC(=O)c2cc(=O)c3cc(C)c(C)cc3o2)cc1` gave D2 PAM -5, RXFP1 antagonist 12, D2 antag 5, D1 potentiator -8, TRHR PAM 3, D1 agonist 4, D2 agonist 0.0, D1 antagonist -21 and RXFP1 ag 0.2%.
Cc1c(-c2ccccc2)oc2c(C(=O)OCC(=O)Nc3ccc(C(N)=O)cc3)cccc2c1=O was read as D2 PAM 1, RXFP1 antagonist 0, D2 antag 1, D1 potentiator 1, TRHR PAM -4, D1 agonist 1, D2 agonist 1.3, D1 antagonist -9 and RXFP1 ag 3.3%.
`COCC(C)NC(=O)c1ccccc1[N+](=O)[O-]` (stereo not drawn) gave D2 PAM -4, RXFP1 antagonist 8, D2 antag 10, D1 potentiator 3, TRHR PAM 4, D1 agonist 1, D2 agonist 0.7, D1 antagonist -10 and RXFP1 ag -0.8%.
For C=CCNC(=O)c1snnc1-c1ccccc1 the results were D2 PAM -7, RXFP1 antagonist 3, D2 antag 2, D1 potentiator 1, TRHR PAM -2, D1 agonist 2, D2 agonist 0.0, D1 antagonist -13 and RXFP1 ag 2.0%.
COc1ccc(NC(=O)c2cc3ccccc3cc2OC)cc1OC was read as D2 PAM -6, RXFP1 antagonist 8, D2 antag 19, D1 potentiator -7, TRHR PAM -3, D1 agonist 0, D2 agonist -0.6, D1 antagonist 13 and RXFP1 ag 8.3%.
`COC(=O)c1ccc(NC(=O)CN2CCOCC2)cc1` gave D2 PAM -14, RXFP1 antagonist 14, D2 antag 2, D1 potentiator -1, TRHR PAM -1, D1 agonist 1, D2 agonist 1.3, D1 antagonist -3 and RXFP1 ag 1.9%.
For Cc1ccccc1NC(=O)CSc1nc2ccccc2c(=O)n1CC1CCCO1 (stereo not drawn) the results were D2 PAM -8, RXFP1 antagonist -5, D2 antag 1, D1 potentiator -2, TRHR PAM -13, D1 agonist -1, D2 agonist -0.4, D1 antagonist 3 and RXFP1 ag 0.3%.
For Cc1ccccc1Oc1ccccc1N the results were D2 PAM 1, RXFP1 antagonist -9, D2 antag -29, D1 potentiator -5, TRHR PAM 2, D1 agonist 0, D2 agonist -1.6, D1 antagonist -31* and RXFP1 ag 12%.
Screening Cn1cc(/C=C2\SC(=S)N(NC(=O)c3ccccc3Cl)C2=O)c2ccccc21 returned D2 PAM 0, RXFP1 antagonist -8, D2 antag -1, D1 potentiator 1, TRHR PAM -2, D1 agonist 18, D2 agonist 8.2, D1 antagonist 8 and RXFP1 ag -0.2%.
Screening CC(=O)NC(c1ccco1)c1cc(Cl)c2cccnc2c1O (stereo not drawn) returned D1 potentiator -7, TRHR PAM -6, D1 agonist -1, D1 antagonist -11 and RXFP1 ag -0.1%.
